# TDP1 inh = inhibitors of human tyrosyl-DNA phosphodiesterase TDP1 | Q9NUW8 | recombinant TDP1, AlphaScreen DNA substrate cleavage | Potency, µM (highest dose often 130 µM), for inactives: top-dose activity change, negative = inhibition, actives largely listed as inhibitors | hit rate 0.28% among 350,000 | AID 485290; note: nearly all actives have a fitted effect of over 40% in size
#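 Tdp1 1 nM final; 15 min RT w/ cpd; substrate 15 nM, 5 min; beads 10 ug/ml, 10 min; AlphaScreen read. Neg ctrl: no enzyme.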
# DT40 TDP1 no CPT = qHTS for Inhibitors of human tyrosyl-DNA phosphodiesterase 1 (TDP1): qHTS in cells in absence of CPT. Potency, µM (doses to about 46.2 µM), without a hit: at the highest dose activity change, negative = growth inhibition, usual class: inhibitors. hit rate 15% among 420,000. DT40 Tdp1-/- hTDP1 cells, no CPT, ATP luminescence, 48 h; note: nearly all actives have a fitted effect of over 55% in size
#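 Readout: luminescence from CellTiter-Glo after 30 min in the dark at RT. Cells: DT40 Tdp1-/- with stable hTDP1, 400/well. Exposure: compounds alone, ≥48 hr, 37 °C.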
# GCN5L2 inh = inhibitors of human GCN5L2 histone acetyltransferase | Potency, µM (titrated, usually from 58.9 µM), inactives show top-dose activity change, negative = inhibition, most hits filed as inhibitors | AID 504327 | GCN5L2 HAT assay, ThioGlo1 CoA-SH fluorescence | hit rate 0.21% among 390,000 | Q92830
# Target sequence (Q92830 whole entry, looked up): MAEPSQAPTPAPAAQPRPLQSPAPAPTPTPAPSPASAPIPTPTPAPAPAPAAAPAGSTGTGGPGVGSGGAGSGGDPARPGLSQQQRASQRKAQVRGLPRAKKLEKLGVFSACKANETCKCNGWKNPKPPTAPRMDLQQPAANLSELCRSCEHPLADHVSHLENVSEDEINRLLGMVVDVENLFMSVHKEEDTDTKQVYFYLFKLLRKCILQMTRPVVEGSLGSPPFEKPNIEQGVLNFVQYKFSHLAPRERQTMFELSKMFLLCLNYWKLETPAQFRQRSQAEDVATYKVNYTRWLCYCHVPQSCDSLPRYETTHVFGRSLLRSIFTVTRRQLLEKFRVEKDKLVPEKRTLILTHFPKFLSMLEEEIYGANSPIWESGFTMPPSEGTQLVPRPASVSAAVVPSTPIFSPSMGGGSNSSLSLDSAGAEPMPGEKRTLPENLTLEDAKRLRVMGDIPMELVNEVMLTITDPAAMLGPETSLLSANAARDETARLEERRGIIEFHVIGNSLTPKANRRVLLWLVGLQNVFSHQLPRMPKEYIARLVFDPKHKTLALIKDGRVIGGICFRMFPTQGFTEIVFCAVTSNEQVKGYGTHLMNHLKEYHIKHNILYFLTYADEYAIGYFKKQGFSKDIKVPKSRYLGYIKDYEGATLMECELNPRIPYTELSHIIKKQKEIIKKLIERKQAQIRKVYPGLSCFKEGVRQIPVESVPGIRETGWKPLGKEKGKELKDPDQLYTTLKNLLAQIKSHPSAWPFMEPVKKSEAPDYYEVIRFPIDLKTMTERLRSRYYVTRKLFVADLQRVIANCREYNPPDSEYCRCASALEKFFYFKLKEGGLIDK
#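 GCN5L2 (20nM final) in 50mM HEPES, 0.1mM EDTA pH 7.5, 0.01% Tween-20 was preincubated 15 min at room temperature with compound, then given ThioGlo1 (50uM), H3(1-25) peptide (75uM) and acetyl-CoA (70uM); CoA-thiol fluorescence (Ex340/Em540) was read at 0 and 20 min.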
# * hit, by the source's call; u = inconclusive; x = not tested or not shown; & = joins results of further samples; [ ] = remark or other dose. Calls come from the whole dose curve; as a rule, active = well fitted curve in the direction sought with a large enough effect; inconclusive = small, poorly fitted or top-dose-only effect, or another doubt; inactive = no such curve, though single readings can be large; an effect the other way counts as inactive or inconclusive. % is set by controls: 0 for no effect and ±100 for the full control effect; potency is the fitted concentration of half-maximal effect. An excerpt, so the mix of outcomes need not match the whole.
SMILES,TDP1 inh,DT40 TDP1 no CPT,GCN5L2 inh
O=C(c1ccco1)N1CCN=C1SCc1ccc(F)cc1,8%,-28%,-4%
COc1ccc(OC)c2c(C)c(C)[nH]c12,x,9%,-11%
CC(=O)Oc1ccc2oc3c(c2c1)C(=O)CCC3,3%,-2%,5%
Clc1ccc(N=C2SCCS2)cc1,x,-6%,-2%
CCOC(=O)CNC(=O)Cc1ccc(OC)cc1,1%,-5%,-2%
CN(CC(=O)Nc1ccc(Cl)cc1)c1ccc(S(=O)(=O)N2CCCCC2)cc1[N+](=O)[O-],5%,u,-14%
Cc1ccc2nc(NC(=O)CSc3nccn3Cc3ccc(Cl)cc3)sc2c1,-1%,-7%,-1%
COc1cc(OC)cc(-n2nnc(-c3nc(-c4ccccc4Cl)no3)c2N)c1,-13%,u,-5%
S=c1[nH]nc(-c2cccnc2)o1,-4%,2%,-3%
Cc1ccnc(SC2CC(=O)N(c3ccc(C(C)C)cc3)C2=O)n1 (centres undefined),5%,u,u
Cc1ccc(N2C(=O)C(Cc3ccc(O)cc3)NC2=S)cc1C (centres undefined),2%,-11%,0%
COC(=O)c1nn(-c2ccccc2)c(Cl)c1/C=N/OC(=O)c1ccc(Cl)c(Cl)c1,1%,u,9%
N#Cc1ccccc1OCC(=O)Nc1ccc(S(=O)(=O)N2CCOCC2)cc1,0%,u,-5%
O=C(CCN1C(=O)C2CCCCC2C1=O)N1CCN(S(=O)(=O)c2cccc(F)c2)CC1 (centres undefined),2%,7%,u
Cc1nc(SCc2ccccc2F)c2cnn(-c3ccccc3)c2n1,-5%,x,-7%
CCN(CC)CC(=O)Nc1c(C#N)cnn1-c1ccccc1,x,13%,2%
Cc1cc(NC(=O)CSc2nc(=O)n(CCN(C)C)c3c2CCCC3)no1,4%,-6%,-2%
O=C(/C=C/c1ccc(S(=O)(=O)N2CCOCC2)cc1)NC(=S)Nc1ccc(N2CCOCC2)cc1,5%,u,-4%
C[C@H](CO)N1C[C@H](C)[C@H](CN(C)S(=O)(=O)c2cccs2)Oc2ccc(NC(=O)Nc3ccc4c(c3)OCO4)cc2CC1=O,5%,16µM*,-10%
FC(F)(F)c1ccccc1CNCc1ccncc1,x,-24%,-13%
O=C1CSC(c2ccc([N+](=O)[O-])cc2)N1Cc1ccccc1 (centres undefined),6%,-21%,-14%
COc1cccc(-c2nnn(CCC(=O)O)n2)c1,-11%,-18%,-2%
CN(C)CCNC(=O)c1ccc(COc2ccc(Cl)cc2Cl)cc1,5%,18µM*,-3%
CN1CCC(NC(=S)NC2CC2)CC1,3%,-18%,-10%
CC(C)n1c(SCC(=O)NC2CCCCC2)nnc1-c1ccco1,0%,-4%,-1%

# A different layout for part of the listing above:
# Below each SMILES – TDP1 inh	DT40 TDP1 no CPT	GCN5L2 inh
- O=C(CCN1C(=O)C2CCCCC2C1=O)N1CCN(S(=O)(=O)c2cccc(F)c2)CC1 (centres undefined)
→ 2%	7%	u
- Cc1nc(SCc2ccccc2F)c2cnn(-c3ccccc3)c2n1
→ -5%	x	-7%

# The main list resumes, starting 7 compounds before the break.
SMILES,TDP1 inh,DT40 TDP1 no CPT,GCN5L2 inh
C[C@H](CO)N1C[C@H](C)[C@H](CN(C)S(=O)(=O)c2cccs2)Oc2ccc(NC(=O)Nc3ccc4c(c3)OCO4)cc2CC1=O,5%,16µM*,-10%
FC(F)(F)c1ccccc1CNCc1ccncc1,x,-24%,-13%
O=C1CSC(c2ccc([N+](=O)[O-])cc2)N1Cc1ccccc1 (centres undefined),6%,-21%,-14%
COc1cccc(-c2nnn(CCC(=O)O)n2)c1,-11%,-18%,-2%
CN(C)CCNC(=O)c1ccc(COc2ccc(Cl)cc2Cl)cc1,5%,18µM*,-3%
CN1CCC(NC(=S)NC2CC2)CC1,3%,-18%,-10%
CC(C)n1c(SCC(=O)NC2CCCCC2)nnc1-c1ccco1,0%,-4%,-1%
CCC(C)NC(=O)COC(=O)c1csc2c1CCCC2 (centres undefined),3%,-14%,u
CCc1cccc(C)c1NC(=O)c1cccc(C(=O)Nc2c(C)cccc2CC)c1,-6%[12.3 µM],u,0%
CCCCC1CCC(c2nc(-c3ccccn3)no2)CC1 (centres undefined),3%,u,-17%
CN(C(=O)c1ccnn1C)C1CCCN(Cc2ccccc2F)C1 (centres undefined),1%,6%,-3%
COCCNS(=O)(=O)c1ccc2c(c1)n(C)c(=O)n2C,0%,-6%,-3%
CCCCN1C(=O)C(=O)NC[C@@H]1C(C)CC (some centres undefined),2%,0%,0%
C/C(=N\N=C1\NC(=O)CC(C(=O)O)S1)c1cccs1 (centres undefined),4%,-7%,-11%
CC(=O)Oc1oc(-c2ccccc2)nc1/C=N/c1ccccn1,4%,21µM*,-9%
O=C(CSc1ncnc2nc[nH]c12)N1CCN(c2ccc(Cl)cc2)CC1,6%,13µM*,2%
COc1ccc(C(=O)N2CCCC(c3nc(-c4ccc(C)o4)no3)C2)cc1OC (centres undefined),10%,-1%,-5%
O=C(O)CCC(=O)Nc1nc2nc(-c3ccccc3)cc(-c3ccccc3)n2n1,3%,-28%,-24%
O=c1[nH]c2cc(Br)ccc2n2cccc12,3%,u,1%
COc1cc2c(cc1OC)-c1cc(Nc3cccc(C)c3)nc(=O)n1CC2,x,-14%,-13%
CC1=C(C(=O)OCCc2ccccc2)C(c2ccsc2)NC(=O)N1C (centres undefined),-5%,-26%,-11%
O=C(c1ccccc1Cl)N1CCC(N2CCC(C(=O)N3CCCC3)CC2)CC1,0%,18%,0%
CCc1noc2nc(C)n(CC(=O)O)c(=O)c12,1%,-1%,-3%
Cc1ccc(NC(=O)c2cc(S(=O)(=O)N3CCOCC3)cn2C)cc1Cl,x,u,2%
COc1ccc(C(CC(=O)Nc2nccs2)C(C)C)cc1 (centres undefined),x,u,-15%
Cn1cc(C(=O)NCc2ccc(Cl)cc2)c(=O)c2cc(S(=O)(=O)N3CCCCCC3)ccc21,2%,16µM*,-13%
COc1ccc(N(C(=O)c2ccco2)C(C(=O)NC2CCCC2)c2ccncc2)cc1 (centres undefined),x,-16%,-6%
O=c1oc2ccc(Br)cc2cc1-c1csc(-c2ccc(Cl)cc2)n1,-5%,-2%,-2%
COc1cccc(C(=O)N2C(C(=O)O)CSC2c2ccccc2Cl)c1 (centres undefined),3%,3%,-2%
CS(=O)(=O)N1CCN(C(=O)CCc2ccccc2)CC1,x,1%,-6%
COc1cc(/C=N/NC(=O)c2cc(C34CC5CC(CC(C5)C3)C4)[nH]n2)ccc1O,4%,u,-3%
CCc1ccccc1NC(=O)Cn1c(=O)n(Cc2ccc3c(c2)OCO3)c(=O)c2ccc(C(=O)NC3CCCCC3)cc21,5%,u,-7%
# The listing continues:
SMILES,TDP1 inh,DT40 TDP1 no CPT,GCN5L2 inh
O=C(COC(=O)CCN1C(=O)C2CC=CCC2C1=O)Nc1ccc([N+](=O)[O-])cc1 (centres undefined),1%,-8%,-4%
CCOC(=O)COc1c(/C=N\OC)cc(Cl)cc1OC,3%,-11%,-1%
COc1ccccc1CNC(=O)C1CCN(c2nc3ccc(Cl)cc3[nH]2)CC1,5%,u,-15%
CCOC(=O)c1cc(C#N)c(N2CCNCC2)nc1C(F)(F)F,0%,-10%,1%
COC(=O)[C@@H](NC(=O)NC1CCN(Cc2ccccc2)CC1)C(C)C,5%,0%,-2%
FC(F)(F)c1ccc(Cl)c(NC2=NCCCCC2)c1,x,-11%,1%
CCN(C[C@H]1N[C@@](CC)(C(=O)OC)[C@H]2C(=O)N(Cc3ccccc3)C(=O)[C@@H]12)S(=O)(=O)c1ccc(-c2ccccc2)cc1,2%,u,-1%
O=C(c1ccccc1)c1ccc2nc(Nc3cc(Cl)ccc3O)c3nncn3c2c1,0%,u,-26%
COc1ccc2c(=O)c(OC)c(-c3ccccc3)oc2c1,6%[56.1 µM],7.3µM*,u
Cc1nn(CCCC(=O)NCc2ccccc2Cl)c(=O)c2nccn12,x,-17%,u
Cc1ccccc1NS(=O)(=O)c1cc(C(=O)NCc2ccncc2)ccc1Cl,6%[56.1 µM],-11%,-18%
CC(=O)OC[C@H]1O[C@@H](n2ncc(=O)[nH]c2=O)[C@H](OC(C)=O)[C@@H]1OC(C)=O,5%&4%,11µM*,-3%&4%
COCCCNS(=O)(=O)c1ccc2c(c1)OCCO2,2%,-8%,-3%
CC1CCc2cc(F)ccc2N1C(=O)CCC(=O)O (centres undefined),3%,-4%,-5%
O=C(c1ccco1)c1n[nH]nc1-c1ccccc1,0%,u,1%
COc1ccccc1CC1(C)NC(=O)N(CC(=O)N2CCc3ccccc3C2)C1=O (centres undefined),5%,5%,-2%
Cc1cccc(-n2ncc3c(=O)[nH]c(SCC(=O)Nc4cc(C)on4)nc32)c1,1%,-22%,-1%
Cc1ccc(S(=O)(=O)Nc2ccc(NC(=O)c3cccs3)cc2)cc1,0%,u,-3%
CCOc1ccc2nc(N(CCN(C)C)C(=O)c3ccc4c(c3)CCCC4)sc2c1,13%,u,4%
CSc1ncc(C(=O)Nc2ccc(C)cc2C)c(C)n1,x,u,-3%
Cc1cccc(C(=O)OCN2C(=O)c3ccccc3C2=O)c1[N+](=O)[O-],6%,7%,-21%
FC(F)Sc1ccc(NC(=S)NCc2ccccc2)cc1,-3%,u,-4%
CCN1CCN(c2sc(S(C)(=O)=O)nc2S(=O)(=O)c2ccc(Cl)cc2)CC1,5%,u,-7%
Cc1ccc(NC(=O)N2CCc3ccccc32)cc1C,0%,u,-5%
COc1ccc(CNS(=O)(=O)c2ccc(C(=O)N(C)C)s2)cc1,6%,-27%,-2%

# Quoted from the listing.
# In GCN5L2 inh, FC(F)(F)c1ccc(Cl)c(NC2=NCCCCC2)c1 is entered as 1%
# In GCN5L2 inh, FC(F)Sc1ccc(NC(=S)NCc2ccccc2)cc1 is entered as -4%
# In TDP1 inh, COCCCNS(=O)(=O)c1ccc2c(c1)OCCO2 is entered as 2%

# (more compounds)
SMILES,TDP1 inh,DT40 TDP1 no CPT,GCN5L2 inh
CCCCCC(=O)N1CC2(CC(c3cccc(NC(=O)[C@@H]4CCC(=O)N4)c3)=NO2)C[C@@H]1C(N)=O (some centres undefined),4%,-19%,-8%
CC1(C)Cc2c(c(N3CCOCC3)nc3sc4c(NN)ncnc4c23)CS1,-2%,u,0%
O=C(N/C(=C\c1cccc([N+](=O)[O-])c1)C(=O)N1CCOCC1)c1ccc([N+](=O)[O-])cc1,3%,-14%,2%
CC12CCCCC1NS(=O)(=O)OC2 (centres undefined),x,-15%,-2%
Cc1ccc2nc(NNC(=O)c3ccc(S(=O)(=O)N4CCc5ccccc5C4)cc3)sc2c1,3%,5.2µM*,-7%
COc1ccc(/C=N/NC(=O)CNc2c(Br)cc(C)cc2Br)c(C(=O)O)c1OC,1%,-1%,-13%
COc1cc([N+](=O)[O-])cc(/C=N/NC(=O)c2cc(C)nc3ccccc23)c1O,11%,u,-6%
O=C(CSc1ncn[nH]1)c1cc2ccccc2o1,-5%,-24%,-2%
Cc1cn2c(=O)c(C(=O)N3CCN(c4ccccc4)CC3)cnc2s1,1%,9%,1%
O=C(O)COc1ccc(NC(=O)c2ccc3c(c2)C(=O)N(C2CCCCC2)C3=O)cc1,3%,9%,-19%
O=C(O)/C=C\c1ccc(Cn2ccnc2)cc1,5%[56.1 µM],x,-9%[21.4 µM]
Cc1nc2nc(SCC(=O)Nc3ccccc3Cl)nn2c(C)c1Cc1ccccc1,8%,u,-7%
O=C(Nc1ccc2nc(-c3ccco3)[nH]c2c1)c1ccco1,1%,u,-6%
Cc1c(NC(=S)Nc2ccccc2)c(=O)n(-c2ccccc2)n1C,3%,-4%,-2%
NC(=O)c1cc2ccccc2oc1=NCc1ccccc1,4%,-20%,0%
COCCNC(=O)c1ccc2ccccc2n1,-3%,10%,-1%
Cc1cnc(C(=O)OCC(=O)N(Cc2ccccc2)C(C)(C)C)cn1,0%,-2%,-1%
COc1ccc(S(=O)(=O)NC2CC2)cc1Cl,x,11%,-3%
Cc1ccc(CN2CCN(/N=C\C=C\c3ccccc3)CC2)cc1,10%,-8%,-7%
CCCCn1c(SCC(=O)Nc2cccc(C)n2)nnc1-c1ccco1,2%,u,0%
CN(C)c1ccc2c(-c3ccccc3)c3ccc(=[N+](C)C)cc-3oc2c1,21%,x,u
Cc1ccc(S(=O)(=O)N2CCN(C(=O)CC(C)n3nc(C)c(Cl)c3C)CC2)cc1 (centres undefined),13%,-28%,-1%
Cc1ccc(C(=O)NC2CCCC(C)C2C)cc1S(=O)(=O)N1CCCCC1 (centres undefined),x,u,-1%
COC(=O)c1c(NC(=O)CN2CCN(c3ccccc3OC)CC2)c2c(C)cccc2n1C,-1%,x,2%
